NSD2 block: blocks human NSD2 histone methyltransferase activity | NSD2-SET H3K36me1 DELFIA fluorescence, biochemical | hit rate 0.07% among 44,000 | inhibition, % at 12.5 µM; in the data active means inhibition above about 54%, passing the limit was not always enough; inconclusive means no clear call, values can overlap the other calls;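 further: inhibitors reduce the monomethyl H3K36 fluorescence signal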
Target sequence (O96028 whole entry, looked up): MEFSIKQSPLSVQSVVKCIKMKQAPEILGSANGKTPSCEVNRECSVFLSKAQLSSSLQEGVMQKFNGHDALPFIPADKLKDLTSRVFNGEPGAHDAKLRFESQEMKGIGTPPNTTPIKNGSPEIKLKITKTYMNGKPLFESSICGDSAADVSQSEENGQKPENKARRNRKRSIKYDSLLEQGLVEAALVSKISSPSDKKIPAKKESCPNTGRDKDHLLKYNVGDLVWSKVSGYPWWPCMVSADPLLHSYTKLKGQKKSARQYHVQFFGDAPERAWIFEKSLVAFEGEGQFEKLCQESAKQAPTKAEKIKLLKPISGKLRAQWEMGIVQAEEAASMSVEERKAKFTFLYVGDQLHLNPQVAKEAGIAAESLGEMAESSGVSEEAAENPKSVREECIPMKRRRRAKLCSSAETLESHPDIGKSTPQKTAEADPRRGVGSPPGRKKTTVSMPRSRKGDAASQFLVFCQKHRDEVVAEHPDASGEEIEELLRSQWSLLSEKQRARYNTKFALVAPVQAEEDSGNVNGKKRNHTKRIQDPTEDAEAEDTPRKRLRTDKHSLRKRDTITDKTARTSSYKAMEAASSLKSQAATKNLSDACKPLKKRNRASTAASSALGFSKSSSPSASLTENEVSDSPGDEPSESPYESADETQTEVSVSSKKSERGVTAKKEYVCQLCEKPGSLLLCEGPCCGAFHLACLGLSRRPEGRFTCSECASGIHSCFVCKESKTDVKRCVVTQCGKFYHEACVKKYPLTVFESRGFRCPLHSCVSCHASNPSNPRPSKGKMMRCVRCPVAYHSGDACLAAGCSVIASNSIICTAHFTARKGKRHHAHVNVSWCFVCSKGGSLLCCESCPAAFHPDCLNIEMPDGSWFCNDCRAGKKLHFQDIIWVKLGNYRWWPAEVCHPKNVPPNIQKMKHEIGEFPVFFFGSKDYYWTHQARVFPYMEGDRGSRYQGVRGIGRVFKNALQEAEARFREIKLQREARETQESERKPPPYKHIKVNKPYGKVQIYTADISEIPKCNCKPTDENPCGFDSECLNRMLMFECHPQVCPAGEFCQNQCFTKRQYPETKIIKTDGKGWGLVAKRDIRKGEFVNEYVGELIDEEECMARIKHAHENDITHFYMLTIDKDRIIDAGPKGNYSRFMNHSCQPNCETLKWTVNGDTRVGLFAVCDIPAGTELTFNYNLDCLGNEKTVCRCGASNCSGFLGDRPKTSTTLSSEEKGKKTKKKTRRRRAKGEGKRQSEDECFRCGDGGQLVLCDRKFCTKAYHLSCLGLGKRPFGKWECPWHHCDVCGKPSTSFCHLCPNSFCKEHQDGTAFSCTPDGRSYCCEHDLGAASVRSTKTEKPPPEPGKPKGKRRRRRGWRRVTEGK
Active calls of the source: *; ? = inconclusive. The list is partial. The share of hits here may be higher or lower than overall.

No.	smiles	NSD2 block
1	C[C@@H]1CN([C@@H](C)CO)C(=O)CCCn2nncc2CO[C@H]1CN(C)Cc1cccc(C(=O)O)c1	-1
2	C[C@H]1CN([C@@H](C)CO)S(=O)(=O)c2ccc(Br)cc2O[C@@H]1CN(C)C(=O)C1CCC1	2
3	C[C@@H]1CN([C@H](C)CO)S(=O)(=O)c2ccc(Br)cc2O[C@H]1CN(C)CC1CCCC1	3
4	COc1ccc(NC(=O)N(C)C[C@@H]2Oc3c(NC(=O)Nc4ccc5c(c4)OCO5)cccc3C(=O)N([C@@H](C)CO)C[C@@H]2C)cc1	-108
5	CCCNC(=O)N(C)C[C@H]1Oc2ncc(-c3ccc(OC)cc3)cc2C(=O)N([C@@H](C)CO)C[C@@H]1C	2
6	C[C@@H]1CN([C@H](C)CO)C(=O)c2cccc(NC(=O)c3ccc(-c4nccs4)cc3)c2O[C@H]1CN(C)Cc1ccc(C(F)(F)F)cc1	3
7	COC(=O)C[C@@H]1C[C@@H]2c3cc(NC(=O)CN(C)C)ccc3O[C@@H]2[C@@H](CO)O1	2
8	Cc1ccc(S(=O)(=O)N[C@H](C(=O)NCCn2cc(C(=O)NO)nn2)C(C)C)cc1	6
9	Cc1ccc(S(=O)(=O)N(C)C[C@H]2Oc3ccc(NS(=O)(=O)c4ccccc4)cc3CC(=O)N([C@H](C)CO)C[C@H]2C)cc1	0
10	C[C@@H]1CN([C@@H](C)CO)C(=O)Cc2cc(NC(=O)C3CC3)ccc2O[C@H]1CN(C)S(C)(=O)=O	-8
11	C[C@H](CO)N1C[C@H](C)[C@H](CN(C)C(=O)CC2CC2)Oc2cc(C3=CCCCC3)ccc2S1(=O)=O	-6
12	Cc1[nH]cnc1/C=N/NC(=O)CCCCC(=O)NO	-3
13	C[C@H](CO)N1C[C@H](C)[C@@H](CN(C)Cc2ccccc2)Oc2ccc(NC(=O)Cc3cn(C)c4ccccc34)cc2CC1=O	0
14	C[C@H](NC(=O)C[C@H]1C[C@@H]2c3cc(NS(C)(=O)=O)ccc3O[C@@H]2[C@@H](CO)O1)c1ccccc1	3
15	C/C=C/c1cnc2c(c1)C(=O)N([C@@H](C)CO)C[C@H](C)[C@H](CN(C)Cc1ccc3c(c1)OCO3)O2	3
16	Cc1ccc(-c2ccc3c(c2)O[C@H](CN(C)Cc2cccc(C(=O)O)c2)[C@@H](C)CN([C@H](C)CO)S3(=O)=O)cc1	-8
17	C[C@@H]1CN([C@H](C)CO)C(=O)c2cc(-c3ccc(F)cc3)cnc2O[C@@H]1CN(C)C(=O)NC1CCCC1	-9
18	O=C(N/N=C/c1ccccc1)c1ccccc1O	2
19	CCCNC(=O)N(C)C[C@H]1Oc2cc(C#CCN(C)C)ccc2S(=O)(=O)N([C@@H](C)CO)C[C@H]1C	-3
20	C[C@H](CO)N1C[C@H](C)[C@@H](CN(C)C)OCCCC[C@H](C)Oc2ccc(NS(=O)(=O)c3cccs3)cc2C1=O	-5
21	COC(=O)CCCCCCC(=O)N/N=C/c1cccc2ccccc12	5
22	C[C@@H]1CN([C@H](C)CO)C(=O)Cc2cc(NS(=O)(=O)c3ccccc3)ccc2O[C@H]1CN(C)C(=O)Nc1cccc2ccccc12	10
23	COc1ccccc1-c1cnc2c(c1)C(=O)N([C@H](C)CO)C[C@@H](C)[C@H](CN(C)CC1CCOCC1)O2	-8
24	COc1ccc(NC(=O)Nc2ccc3c(c2)C(=O)N([C@@H](C)CO)C[C@H](C)[C@H](CN(C)Cc2ccc(C(=O)O)cc2)O3)cc1	3
25	COc1ccc(NC(=O)Nc2ccc3c(c2)[C@H]2C[C@H](CC(=O)O)O[C@H](CO)[C@H]2O3)cc1	0
26	C[C@H](CO)N1C[C@H](C)[C@@H](CN(C)C(=O)Nc2ccc(C(F)(F)F)cc2)Oc2ccc(NC(=O)CCCCCC(=O)Nc3ccccc3N)cc2CC1=O	-3
27	C[C@@H]1CN([C@@H](C)CO)C(=O)Cc2cc(NC(=O)Nc3ccccc3)ccc2O[C@H]1CN(C)C(=O)Nc1ccccc1	3
28	CC(C)C#Cc1ccc2c(c1)O[C@H](CN(C)C(=O)c1cnccn1)[C@@H](C)CN([C@H](C)CO)S2(=O)=O	2
29	C[C@@H]1CCCCO[C@@H](CN(C)C)[C@H](C)CN([C@H](C)CO)C(=O)c2cc(NC(=O)c3ccccc3)ccc2O1	-3
30	C[C@@H]1CN([C@@H](C)CO)C(=O)c2cc(NC(=O)Nc3ccc4c(c3)OCO4)ccc2O[C@@H]1CN(C)C(=O)Nc1ccc(F)cc1	-1
31	CC(C)NC(=O)Nc1ccc2c(c1)C(=O)N([C@H](C)CO)C[C@H](C)[C@H](CN(C)C(=O)Nc1cccc3ccccc13)OCCCC[C@@H](C)O2	-6
32	COCCn1c(-c2ccccc2)nc(=S)c2c1CC(C)(C)OC2	3
33	COC(=O)[C@H]1COC(c2ccc(OCCCO)cc2)=N1	-2
34	C=Cc1cncc2c(=O)n3c(cc12)-c1[nH]c2ccccc2c1CC3	1
35	C[C@@H]1CN([C@@H](C)CO)C(=O)Cc2cc(NC(=O)CCCN(C)C)ccc2O[C@H]1CN(C)Cc1ccc(Oc2ccccc2)cc1	11
36	C[C@@H]1CN([C@@H](C)CO)C(=O)c2cc(Br)cnc2O[C@@H]1CN(C)Cc1ccncc1	9
37	C[C@@H]1CN([C@H](C)CO)C(=O)CCCn2cc(nn2)CO[C@@H]1CN(C)S(=O)(=O)c1cn(C)cn1	1
38	CC(C)[C@@H](C)NC(=O)N(C)C[C@@H]1OCc2ccccc2-c2ccccc2C(=O)N([C@H](C)CO)C[C@@H]1C	-6
39	C[C@@H]1CCCCO[C@H](CN(C)C(=O)Nc2cccc3ccccc23)[C@@H](C)CN([C@@H](C)CO)C(=O)c2cc(NC(=O)Cc3ccccc3)ccc2O1	-5
40	C[C@H]1CCCCO[C@H](CN(C)Cc2ccncc2)[C@@H](C)CN([C@@H](C)CO)C(=O)c2cc(NS(=O)(=O)c3cccs3)ccc2O1	6

6 entries from above, arranged by molar mass, rising.
No.	smiles	NSD2 block
32	COCCn1c(-c2ccccc2)nc(=S)c2c1CC(C)(C)OC2	3
36	C[C@@H]1CN([C@@H](C)CO)C(=O)c2cc(Br)cnc2O[C@@H]1CN(C)Cc1ccncc1	9
38	CC(C)[C@@H](C)NC(=O)N(C)C[C@@H]1OCc2ccccc2-c2ccccc2C(=O)N([C@H](C)CO)C[C@@H]1C	-6
23	COc1ccccc1-c1cnc2c(c1)C(=O)N([C@H](C)CO)C[C@@H](C)[C@H](CN(C)CC1CCOCC1)O2	-8
24	COc1ccc(NC(=O)Nc2ccc3c(c2)C(=O)N([C@@H](C)CO)C[C@H](C)[C@H](CN(C)Cc2ccc(C(=O)O)cc2)O3)cc1	3
40	C[C@H]1CCCCO[C@H](CN(C)Cc2ccncc2)[C@@H](C)CN([C@@H](C)CO)C(=O)c2cc(NS(=O)(=O)c3cccs3)ccc2O1	6

Carrying on:
No.	smiles	NSD2 block
41	COc1ccc(S(=O)(=O)Nc2cccc3c2O[C@@H](CN(C)Cc2ccncc2)[C@@H](C)CN([C@H](C)CO)C3=O)cc1	1
42	CC(C)CC#Cc1cnc2c(c1)C(=O)N([C@@H](C)CO)C[C@H](C)[C@@H](CN(C)Cc1cncnc1)O2	0
43	C[C@@H]1CN([C@H](C)CO)C(=O)c2ccccc2-c2ccccc2CO[C@@H]1CN(C)S(=O)(=O)CC(F)(F)F	2
44	C[C@H]1CN([C@@H](C)CO)S(=O)(=O)c2ccc(C#CCN(C)C)cc2O[C@@H]1CN(C)C(=O)c1ccccc1F	1
45	COc1ccc(NC(=O)Nc2cccc3c2O[C@H](CN(C)CC2CC2)[C@@H](C)CN([C@H](C)CO)C3=O)cc1	3
46	CC(C)C#Cc1cnc2c(c1)C(=O)N([C@H](C)CO)C[C@@H](C)[C@H](CN(C)C(=O)C1CCC1)O2	-35
47	CN(C)c1ccc(/C=N/NC(=O)c2cccc(C(=O)NO)c2)cc1	1
48	Cc1ccc(S(=O)(=O)Nc2ccc3c(c2)CC(=O)N([C@H](C)CO)C[C@H](C)[C@H](CN(C)S(=O)(=O)c2cccs2)O3)cc1	1
49	Cc1noc(C)c1NC(=O)N(C)C[C@H]1OCCCC[C@@H](C)Oc2ccc(NC(=O)Cc3ccccc3)cc2C(=O)N([C@H](C)CO)C[C@H]1C	1
50	C[C@H]1CN([C@@H](C)CO)C(=O)Cc2cc(NC(=O)Nc3cccc4ccccc34)ccc2O[C@H]1CN(C)Cc1ccccc1	-12
51	C[C@@H]1CCCCO[C@H](CN(C)Cc2ccc(C(F)(F)F)cc2)[C@@H](C)CN([C@@H](C)CO)C(=O)c2cc(NC(=O)Nc3cccc4ccccc34)ccc2O1	1
52	COc1ccc(S(=O)(=O)N(C)C[C@H]2Oc3c(NC(=O)CCCCCC(=O)Nc4ccccc4N)cccc3C(=O)N([C@H](C)CO)C[C@@H]2C)cc1	-9
53	C[C@@H]1CN([C@@H](C)CO)C(=O)c2cccc(N(C)C)c2O[C@@H]1CN(C)Cc1ccc(C(F)(F)F)cc1	-3
54	C[C@@H]1CN([C@H](C)CO)C(=O)Cc2cc(NC(=O)CCN3CCOCC3)ccc2O[C@H]1CN(C)Cc1ccc2c(c1)OCO2	-2
55	C[C@@H]1CN([C@@H](C)CO)C(=O)Cc2cc(NC(=O)Nc3ccc(F)cc3)ccc2O[C@H]1CN(C)S(=O)(=O)c1ccc(Cl)cc1	-5
56	COc1ccc(CN(C)C[C@@H]2OCCCC[C@@H](C)Oc3ccc(NC(=O)Cc4ccccc4)cc3C(=O)N([C@@H](C)CO)C[C@@H]2C)cc1	0
57	COc1ccc(NC(=O)Nc2ccc3c(c2)C(=O)N([C@@H](C)CO)C[C@@H](C)[C@H](CN(C)Cc2ccncc2)OCCCC[C@@H](C)O3)cc1	9
58	C[C@H](CO)N1C[C@H](C)[C@H](CN(C)C(=O)C2CC2)Oc2cc(-c3cccc(C#N)c3)ccc2S1(=O)=O	-6
59	C[C@@H]1CN([C@@H](C)CO)C(=O)c2cc(-c3cccc(F)c3)cnc2O[C@@H]1CN(C)C(=O)Nc1ccccc1F	8
60	CO/N=C1\CN(c2nc3c(cc2F)c(=O)c(C(=O)O)cn3C2CC2)CC1CN (stereo not given)	3
61	C[C@H](CO)N1C[C@H](C)[C@@H](CN(C)C(=O)Nc2ccc(F)cc2)Oc2ncc(C#Cc3ccc(F)cc3)cc2C1=O	-1
62	Fc1cccc(/C=N/N=C/c2cccc(F)c2)c1	-7
63	C[C@@H]1CN([C@H](C)CO)C(=O)c2cc(NS(C)(=O)=O)ccc2O[C@H]1CN(C)Cc1ccc(Oc2ccccc2)cc1	1
64	COc1cc(=O)oc(C(C)C(C)O)c1CO (stereo not given)	11
65	COc1ccc(C#Cc2ccc3c(c2)[C@]2(C(=O)N3)[C@H](C(=O)NC[C@H](O)c3ccccc3)[C@H]3C(=O)O[C@H](c4ccccc4)[C@H](c4ccccc4)N3[C@@H]2c2ccccc2OCCO)cc1	-5
66	C[C@H]1CN([C@@H](C)CO)C(=O)c2cc(C#CC3CCCCC3)cnc2O[C@H]1CN(C)S(=O)(=O)c1cccc(F)c1	-3
67	C[C@H](CO)N1C[C@H](C)[C@H](CN(C)C(=O)c2cccc(F)c2)Oc2cc(-c3ccncc3)ccc2S1(=O)=O	-2
68	COc1ccc([Si](C)(C)[C@@H]2[C@@H](CCO)O[C@]3(C(=O)N(Cc4ccccc4)c4ccc(N5C(=O)c6cccc7cccc5c67)cc43)[C@H]2C)cc1	5
69	CC(C)NC(=O)N(C)C[C@@H]1OCCCC[C@@H](C)Oc2ccc(NC(=O)c3ccncc3)cc2C(=O)N([C@H](C)CO)C[C@@H]1C	0
70	C[C@H](O)C#Cc1ccc2c(c1)O[C@H](CN(C)C(=O)C1CC1)[C@H](C)CN([C@@H](C)CO)S2(=O)=O	-4
71	Cc1ccc(S(=O)(=O)N[C@H](C(=O)NCCn2cc(CN3C(=O)COC[C@H]3c3ccccc3)nn2)C(C)C)cc1	16
72	C[C@H]1CN([C@@H](C)CO)C(=O)c2cc(NC(=O)Nc3cccc4ccccc34)ccc2O[C@@H]1CN(C)Cc1ccc2c(c1)OCO2	-8
73	C[C@@H]1CN([C@H](C)CO)C(=O)c2cc(NC(=O)Cn3cnnn3)ccc2O[C@H]1CN(C)S(=O)(=O)c1cccs1	-7
74	CN(C)CCOC(=O)COc1ccc(Cl)cc1	4
75	C[C@H](CO)N1C[C@H](C)[C@@H](CN(C)Cc2ccccn2)Oc2ncc(C#Cc3ccccc3)cc2C1=O	3
76	C[C@@H]1CN([C@@H](C)CO)C(=O)c2cc(-c3ccccc3)cnc2O[C@H]1CN(C)Cc1ccccn1	2
77	COCC(=O)N(C)C[C@H]1Oc2cc(C#CC3CC3)ccc2S(=O)(=O)N([C@@H](C)CO)C[C@@H]1C	-3
78	C[C@@H]1CN([C@@H](C)CO)C(=O)c2cccc(NS(=O)(=O)c3ccc(F)cc3)c2O[C@H]1CN(C)CC1CCCCC1	-2
79	Cc1noc(C)c1NC(=O)N(C)C[C@H]1Oc2c(NC(=O)NC(C)C)cccc2C(=O)N([C@@H](C)CO)C[C@H]1C	2
80	C[C@H]1CN([C@@H](C)CO)S(=O)(=O)c2ccc(C3=CCCC3)cc2O[C@@H]1CN(C)CC1CCOCC1	-2
81	C[C@@H]1CCCCO[C@@H](CN(C)S(=O)(=O)c2ccccc2)[C@@H](C)CN([C@H](C)CO)C(=O)c2cc(NS(=O)(=O)c3cn(C)cn3)ccc2O1	2
82	C[C@@H]1CCCCO[C@@H](CN(C)Cc2ccc(C(F)(F)F)cc2)[C@H](C)CN([C@H](C)CO)C(=O)c2cc(NC(=O)CCCN(C)C)ccc2O1	?
83	C[C@@H]1CN([C@@H](C)CO)S(=O)(=O)c2ccc(C3=CCCCC3)cc2O[C@@H]1CN(C)C(=O)CN(C)C	7

For convenience, some entries already given:
No.	smiles	NSD2 block
61	C[C@H](CO)N1C[C@H](C)[C@@H](CN(C)C(=O)Nc2ccc(F)cc2)Oc2ncc(C#Cc3ccc(F)cc3)cc2C1=O	-1
62	Fc1cccc(/C=N/N=C/c2cccc(F)c2)c1	-7
